Compound activity deposited in PubChem by several laboratories.
STK33 kinase inh – inhibitors of purified STK33 kinase, primary screen, biochemical, ADP-Glo luminescence, homogeneous, cell-free; Serine/threonine-protein kinase 33 (Homo sapiens), Q9BYT3; AID 2661, 2010; MBP phosphorylation; inhibition, % at 10 µM; 320,000 compounds, 0.073% hits;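 active means inhibition at or above 25%, using the most active replicate where run in duplicate; inactive means inhibition below 25%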
Target sequence (Q9BYT3 whole entry, looked up): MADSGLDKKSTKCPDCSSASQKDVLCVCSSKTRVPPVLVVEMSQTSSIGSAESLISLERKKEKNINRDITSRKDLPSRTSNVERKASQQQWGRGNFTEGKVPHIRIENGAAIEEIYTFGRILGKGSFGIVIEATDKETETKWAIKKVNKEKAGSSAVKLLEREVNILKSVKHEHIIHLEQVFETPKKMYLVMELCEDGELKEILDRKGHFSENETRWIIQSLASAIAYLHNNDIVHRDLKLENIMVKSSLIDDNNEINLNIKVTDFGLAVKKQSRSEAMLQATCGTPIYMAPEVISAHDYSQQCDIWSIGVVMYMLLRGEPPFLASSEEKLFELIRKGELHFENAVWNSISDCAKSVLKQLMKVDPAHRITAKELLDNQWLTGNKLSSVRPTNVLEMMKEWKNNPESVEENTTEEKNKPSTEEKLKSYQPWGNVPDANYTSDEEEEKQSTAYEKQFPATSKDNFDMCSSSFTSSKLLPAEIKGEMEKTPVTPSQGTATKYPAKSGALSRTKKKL
Kir21 inh – inhibitors of mouse Kir2.1 inward-rectifier potassium channel; AID 1672, 2009; 310,000 compounds, 0.85% hits; Inward rectifier potassium channel 2 (Mus musculus), P35561; HEK293-Kir2.1, FluxOR thallium flux fluorescence; active compounds read low; B-score at 10 µM;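 active means fluorescence ratio B-score at or below minus 3 SD of library scores, with starting-brightness B-score within 2 SD, cut at about -4.2 in these data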;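 further: channel flux triggered by added potassium and thallium sulfate stimulus; B-score of peak minus minimum fluorescence over baseline after thallium stimulus; more negative B-score means stronger Kir2.1 block with less thallium influx; some compounds called inactive have numbers as strong as hits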
Target sequence (P35561 whole entry, looked up): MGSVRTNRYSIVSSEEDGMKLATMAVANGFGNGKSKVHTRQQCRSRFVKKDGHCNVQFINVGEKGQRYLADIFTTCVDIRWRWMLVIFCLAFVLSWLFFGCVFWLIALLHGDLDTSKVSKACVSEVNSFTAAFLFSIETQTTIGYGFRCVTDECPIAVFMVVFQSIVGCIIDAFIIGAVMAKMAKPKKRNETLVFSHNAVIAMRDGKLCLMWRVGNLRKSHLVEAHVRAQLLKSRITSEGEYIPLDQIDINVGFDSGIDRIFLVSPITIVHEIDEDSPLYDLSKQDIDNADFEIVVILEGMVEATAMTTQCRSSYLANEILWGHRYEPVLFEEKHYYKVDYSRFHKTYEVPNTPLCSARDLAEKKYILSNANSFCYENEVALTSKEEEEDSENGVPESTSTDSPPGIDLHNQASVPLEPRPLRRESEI
* = called active by the depositor; / = no result given.

Each structure is followed by: STK33 kinase inh	Kir21 inh
#1 CCOc1[nH]n(-c2ccc(Cl)cc2)c(=O)c1C=Nc1ccc(OC)cc1
  -2.6	0.64
#2 COc1ccc(C2CC2C(C)=O)cc1 (stereo not given)
  -0.9	-2.6
#3 CC1(c2ccccc2)CC(C)(C)N(C(=O)CSc2nnc(N)s2)c2ccccc21 (stereo not given)
  -3.7	-3.4
#4 CC1CCCC(N2CCN(C(=O)c3ccc(F)cc3)CC2)C1 (stereo not given)
  1.7	-0.69
#5 CC(=O)c1ccc(-n2nncc2-c2ccc([N+](=O)[O-])cc2)cc1
  /	-0.54
#6 O=C(Nc1ncc2c(n1)-c1ccccc1OC2)c1ccc(F)cc1
  1.2	-0.05
#7 CCC(=O)c1ccc(OCC(O)CN2CCN(c3ccc(F)cc3)CC2)cc1 (stereo not given)
  -3.5	0.47
#8 O=C(CN1CCCC1)Nc1ccc(Cl)cc1C(F)(F)F
  -0.9	-0.02
#9 COc1ccc(C(=O)c2ccc(N(C)C)cc2)c2ccccc12
  1.0	0.53
#10 COc1ccccc1CNC(=O)COC(=O)CC1CC2CCC1C2 (stereo not given)
  -0.3	/
#11 CCOCCCN1CN(Cc2ccco2)CNC1=S
  -0.1	1.2
#12 COCCNC(=O)c1ccccc1NC(=O)C1COc2ccccc2O1 (stereo not given)
  -1.3	-2.9
#13 CCN(CC)c1ccc(S(=O)(=O)N2CCOCC2)cc1NC(=O)CSc1cccc[n+]1[O-]
  -0.3	-1.2
#14 CCOc1ccc(-c2nc(C#N)c(N3CCN(Cc4ccccc4)CC3)o2)cc1
  0.3	1.6
#15 COC(=O)C(O)(CC(=O)Nc1ccccc1OC)C(F)(F)F (stereo not given)
  -0.4	2.4
#16 Cc1cc(NC(=O)COC(=O)c2c(C)c(C)c(C)c(C)c2C)no1
  0.0	/
#17 Cc1cc(-c2ccccc2)nc(SCC(=O)c2cccc([N+](=O)[O-])c2)n1
  -1.5	-1.7
#18 CC1CCC(NC(=O)CCn2ccc3cc(S(=O)(=O)N4CCCC4)ccc32)CC1 (stereo not given)
  0.7	1.2
#19 O=[N+]([O-])c1ccc(N/N=C/c2ccccc2)cc1
  -0.5	-0.11
#20 [N-]=[N+]=NC[C@H](Cc1ccccc1)N1CC[C@@H](OCc2ccccc2)CCC1=O
  -1.5	-1.8
#21 Cc1ccc(NC(=O)c2ccc(S(=O)(=O)C(F)F)cc2)c(C)c1
  0.6	0.74
#22 CC(C)CCNC(=O)c1cc(S(=O)(=O)N2CCc3ccccc32)cn1C
  -1.3	1.4
#23 C/C(=N\NC(=O)c1cc(C)nc2ccc(C)cc12)c1ccncc1
  -1.5	0.23
#24 COc1ccc(NC(=S)N(CCCN2CCOCC2)Cc2cn(C)c3ccccc23)cc1
  1.2	-3.1
#25 Clc1ccc(/C=N/NC(=Nc2ccccc2)c2ccccn2)c(Cl)c1
  -1.0	-0.61
#26 CCOc1ccc(NC(=O)c2ccc3c(c2)N(Cc2ccc(F)cc2)C(=O)CS3=O)cc1 (stereo not given)
  0.9	0.25
#27 COc1ccccc1N1CCN(/N=C/C=C\c2ccccc2[N+](=O)[O-])CC1
  1.2	2.6
#28 CCCc1cc(=O)oc2c3c(cc(OCC(=O)NCc4ccncc4)c12)OC(C)(C)CC3
  -0.1	-0.55
#29 CCc1ccc(-n2c(SCC(=O)N3CCC(C(=O)O)CC3)nnc2-c2ccncc2)cc1
  -0.9	-0.28
#30 CC(Oc1ccc(Cl)cc1)C(=O)Nc1ccc(S(=O)(=O)Nc2nccs2)cc1 (stereo not given)
  -1.1	-0.07

Random excerpt: three compounds from above.
Each structure is followed by: STK33 kinase inh	Kir21 inh
#17 Cc1cc(-c2ccccc2)nc(SCC(=O)c2cccc([N+](=O)[O-])c2)n1
  -1.5	-1.7
#16 Cc1cc(NC(=O)COC(=O)c2c(C)c(C)c(C)c(C)c2C)no1
  0.0	/
#1 CCOc1[nH]n(-c2ccc(Cl)cc2)c(=O)c1C=Nc1ccc(OC)cc1
  -2.6	0.64

Continued.
Each structure is followed by: STK33 kinase inh	Kir21 inh
#31 COc1ccc(NS(=O)(=O)c2cccc(C(=O)NCCc3ccc(S(N)(=O)=O)cc3)c2)cc1
  0.8	/
#32 CC(C)(C)CC(=O)Nc1cc2c3c(c1)CCC(=O)N3CCC2
  0.5	-0.13
#33 CCOC(=O)N1CCN(C(=O)c2ccc(OC)cc2)CC1
  -1.0	-1.2
#34 Cc1cc(C)c(S(=O)(=O)Nc2cccc(C(=O)O)c2)cc1S(=O)(=O)Nc1cccc(C(=O)O)c1
  -1.9	0.86
#35 O=C(CCS(=O)(=O)c1cccs1)N1CCCC1
  1.8	-0.33
#36 CN1CCCN(C(=O)c2cc(=O)[nH]c3ccccc23)c2nc3ccccc3nc21
  -2.0	-0.6
#37 CCOc1cc(S(=O)(=O)N(Cc2ccccc2)Cc2ccccc2)c(OCC)cc1-n1cnnn1
  /	0.05
#38 COc1ccc(-n2c(Cc3cccn3C)nnc2SCC(=O)Nc2ccccc2F)cc1
  0.6	0.92
#39 Cc1ccc(S(=O)(=O)NC(=O)c2cc(C)n(C3CC3)c2C)cc1
  0.1	2.5
#40 O=S(=O)(c1ccc2c(c1)OCCO2)N1CCN(S(=O)(=O)c2ccco2)CC1
  -1.2	/
#41 COc1cc2oc3ccc(C#Cc4ccccn4)cc3c(=O)c2cc1OC
  -2.3	0.34
#42 Cc1ccc2nc(/C(C#N)=C\c3cc(C)n(-c4cccc([N+](=O)[O-])c4)c3C)[nH]c2c1
  -1.2	-1.3
#43 CCOc1ccc(/C(O)=C2/C(=O)C(=O)N(Cc3cccnc3)C2c2ccc(N(C)C)cc2)c(C)c1 (stereo not given)
  -0.4	0.12
#44 CC(=O)NC(CCS(C)(=O)=O)C(=O)Nc1ccccc1Cl (stereo not given)
  -0.7	1.7
#45 COc1cc(NS(=O)(=O)c2ccc(Cl)cc2)c(C(=O)O)cc1OC
  0.4	-0.07
#46 O=C(C[n+]1cccc(/C=N/O)c1)N1CCCc2ccccc21
  1.8	-0.87
#47 COc1ccccc1CC(NC(C)=O)C(=O)NC1CCN(C(=O)c2ccc(C)cc2)CC1 (stereo not given)
  -0.2	0.27
#48 CCOC(=O)C1CCN(c2c(-c3ccccc3)c3cc(Cl)ccc3[nH]c2=O)CC1
  -0.3	-0.12
#49 c1ccc(C2C/C(=N\N3CCOCC3)c3ccccc3O2)cc1 (stereo not given)
  -0.9	0.74
#50 COc1ccc(OC)c(N2CC(O)(c3cccs3)[N+]3=C2SCCC3)c1 (stereo not given)
  -2.4	-0.91
#51 O=C(CNC(c1ccccc1)c1ccccc1)Nc1cc([N+](=O)[O-])ccc1Cl
  -1.4	-0.34
#52 Cc1cc(NC(=O)CCC(=O)N(Cc2ccco2)C2(C(=O)NC3CCCC3)CCCCC2)no1
  -0.8	-2.8
#53 Cc1cc(-n2nc(C)cc2C)nc(N)n1
  0.6	-0.03
#54 COC(=O)c1nn(-c2cccc(C)c2)c2nnc(Cc3ccc(C)cc3)c(=O)n12
  -0.3	0.07
#55 Oc1ccc2ccccc2c1C=Nc1ccccc1Br
  -1.5	-0.4
#56 Cc1ccccc1-n1cnnc1SCC(=O)Nc1cccnc1Cl
  -1.4	-0.43
#57 Cc1ccc(NC(=O)c2ccc(F)cc2)nc1
  0.9	-1.1
#58 Nc1ncnc2c1ncn2[C@H]1C[C@H](O)[C@@H](COP(=O)(O)O)O1
  -1.3	1.2
#59 CCc1ccc(CNC(=O)C2Cc3cc(S(=O)(=O)N4CCCC4)ccc3N2C(C)=O)cc1 (stereo not given)
  -1.4	1.2
#60 CCCCNC(=O)Cn1c(=O)c2c(ncn2CCC(C)C)n(Cc2ccccc2)c1=O
  2.6	-2.2

Each structure is followed by: STK33 kinase inh	Kir21 inh
#61 COc1ccc(-c2[nH]c(-c3ccc(F)cc3)nc2SCC(=O)NC2CCCC2)cc1
  -1.3	0
#62 O=C(c1cccc(Cl)c1)N(Cc1cccs1)C1CCS(=O)(=O)C1 (stereo not given)
  -0.9	-0.01
#63 O=C1N=C(N2CCCCC2)S/C1=C/C1=Cc2ccccc2OC1
  0.9	0.91
#64 Cc1nnc(SCC2=C(C(=O)O)N3C(=O)C(NC(=O)c4cc(F)c(F)cc4Cl)C3SC2)s1 (stereo not given)
  -1.2	0.04
#65 CCCCOc1ccc(C(=O)N2CCN(CC(=O)Nc3ccc(C)cc3)CC2)cc1OC
  0.0	-1.2
#66 C/C(=N\N=C(N)N)c1cccc(Cl)c1
  -0.1	-2.6
#67 Cc1ccccc1CS(=O)(=O)Cc1ccc(C(=O)NC2CCCCC2)o1
  -0.3	-0.07
#68 CCN(CC)C(=O)CCc1nnc(Cc2cccc(C(F)(F)F)c2)o1
  -2.0	0.04
#69 Clc1cccc(Cl)c1C[n+]1ccc2ccccc2c1
  0.1	0.82
#70 COc1ccc(CNC(=O)CCSc2ccc(F)cc2)cc1OC
  -0.2	-0.16
#71 CC1Oc2ccccc2C(=O)N(CC(=O)c2ccc3c(c2)OCCO3)C1=O (stereo not given)
  -1.2	0.45
#72 CC1(C)C(=O)OC(c2ccc([N+](=O)[O-])cc2)C(C)(C)C1=O (stereo not given)
  0.2	-2
#73 COc1ccc(NC(=O)c2ccc3c(=O)n(CC4CCCO4)c(=S)[nH]c3c2)c(OC)c1 (stereo not given)
  -0.7	-0.95
#74 CC(=O)Nc1ccc(S(=O)(=O)N(C)CC(=O)OCC(=O)N2CCCCC2)cc1
  -1.4	0
#75 C=CCn1c2ccccc2c2nnc(SCCN3CCOCC3)nc21
  -0.6	0.71
#76 N#Cc1ccccc1NC(=O)CC1c2ccccc2Oc2ccccc21
  1.0	-0.06
#77 CCOC(=O)C1=C(Cn2cnc3ccccc32)NC(=O)NC1c1ccc(Cl)cc1 (stereo not given)
  0.3	0.36
#78 O=C(c1cc(-c2ccccc2)nc2ccccc12)N1CCc2ccccc2C1
  -0.1	-0.82
#79 Fc1c(F)c(C(F)(F)F)c(F)c(F)c1N1CCN(c2ccc3nnc(C(F)(F)F)n3n2)CC1
  0.3	1.9
#80 COCc1cc(=O)n2[nH]c(C(C)(C)C)cc2n1
  -1.8	-0.02
#81 CCOc1ccc(-c2noc(CCC(=O)NCC3CCCO3)n2)cc1OC (stereo not given)
  -1.4	-0.07
#82 O=C(c1cc2c([nH]c1=O)CCCC2)N1CCc2c([nH]c3ccccc23)C1c1ccccc1F (stereo not given)
  0.7	2.4
#83 CCn1c2ccccc2c2cc(CN3CCN(C(=O)c4ccco4)CC3)ccc21
  0.0	-0.71
#84 CCNC(=S)Nc1cccc(Cl)c1C
  -2.1	0.45
#85 COc1ccc(NC(=O)c2ccco2)c(OC)c1
  -1.1	-1.2
#86 O=Cc1cc(Br)c(OC(=O)N2CCOCC2)c(Br)c1
  -0.4	-0.28
#87 O=C1C(=O)N(CCN2CCOCC2)C(c2cccc(Cl)c2)/C1=C(/O)c1ccc2c(c1)OCO2 (stereo not given)
  0.8	2.5
#88 O=C1CC(c2ccc(S(=O)(=O)NCCOc3ccccc3)cc2)CN1 (stereo not given)
  -1.1	-2
#89 O=C(c1ccc(-c2nc3ccccc3s2)o1)N1CCN(c2ccccc2O)CC1
  0.6	-1.2
#90 CCOC(=O)c1c(-c2ccc(C)cc2)csc1NC(=S)NC(=O)c1ccccc1
  -2.1	0.73

Each structure is followed by: STK33 kinase inh	Kir21 inh
#91 COc1cc(OC)c2c(C)cc(=O)oc2c1
  14	0.96
#92 CC(=O)Nc1cccc(NC(=O)CSc2nn3c(=O)c(C)nnc3s2)c1
  -0.8	0
#93 COc1cccc(C(=O)O/N=C(\C)c2cnccn2)c1
  4.7	0.67
#94 Fc1cccc(CSc2nnc3c(n2)[nH]c2ccccc23)c1
  0.6	-1
#95 COC(=O)C(Cc1cnc[nH]1)NC(=O)C1CCC(=O)N1 (stereo not given)
  1.3	1.2
#96 CS(=O)(=O)N(CC(=O)N1CCOCC1)c1cccc([N+](=O)[O-])c1
  -4.9	0.7
#97 COc1cccc2oc3cc(C#CC4(O)CCCCC4)ccc3c(=O)c12
  -0.1	1.1
#98 COC(=O)C(C)Sc1nnc(SC(C)C(=O)OC)s1 (stereo not given)
  -0.2	-3.1
#99 O=C(Cc1ccc(F)cc1)Nc1c(C(=O)N2CCN(c3ncccn3)CC2)oc2ccccc12
  -1.3	-0.05
#100 Cc1cc(C)n(-c2ccc(C(=O)OCC(=O)Nc3ccc(S(=O)(=O)N4CCCCC4)cc3)cc2)n1
  -0.6	-2.8
#101 Cc1occc1C(=O)NNC(=O)c1ccc(F)cc1
  -0.3	0.57
#102 CC(=O)NCc1ccc(S(=O)(=O)N2CCN(c3ccccn3)CC2)cc1
  -0.7	-0.1
#103 CCc1nn2c(N3CCOCC3)cc(C)nc2c1-c1ccc(F)cc1
  -0.2	0.24
#104 Cc1ccc(S(=O)(=O)NCc2ccccc2)cc1C(=O)NCC(C)(C)N1CCOCC1
  -0.8	0.39

6 compounds already listed, ordered by the number in STK33 kinase inh, largest number first:
Each structure is followed by: STK33 kinase inh	Kir21 inh
#93 COc1cccc(C(=O)O/N=C(\C)c2cnccn2)c1
  4.7	0.67
#95 COC(=O)C(Cc1cnc[nH]1)NC(=O)C1CCC(=O)N1 (stereo not given)
  1.3	1.2
#98 COC(=O)C(C)Sc1nnc(SC(C)C(=O)OC)s1 (stereo not given)
  -0.2	-3.1
#101 Cc1occc1C(=O)NNC(=O)c1ccc(F)cc1
  -0.3	0.57
#102 CC(=O)NCc1ccc(S(=O)(=O)N2CCN(c3ccccn3)CC2)cc1
  -0.7	-0.1
#99 O=C(Cc1ccc(F)cc1)Nc1c(C(=O)N2CCN(c3ncccn3)CC2)oc2ccccc12
  -1.3	-0.05

Rows were taken by chance, and some 0.84% of all compounds hit somewhere here.
